# High-throughput results deposited in PubChem by National Center for Advancing Translational Sciences (NCATS).
# HT1080 IDH1KD tx – toxicity to HT-1080 IDH1 knockdown cells (counter line). HT-1080 IDH1 knockdown viability, ATP luminescence, 48 h. Potency, µM (series often up to 46.1 µM), for inactives: at the top dose activity, negative = toxicity, actives largely listed as cytotoxic. 2% of 360,000 active;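 also: potency is read from the fitted curve at half-maximal effect; 0% = DMSO wells and -100% = cell-free medium wells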
#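 HT-1080-IDH1KD cells (IDH1 knocked down), 750/well in RPMI with 5% FBS, treated with compound 48 h at 37 degrees C. Viability by CellTiter-Glo luminescence, normalised to DMSO and no-cell wells; concentration-response curves classed.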
# KB-3-1 cytotox – KB-3-1 parental cell cytotoxicity. Potency, µM (highest dose often 46.1 µM), without a hit: at the highest dose activity change, negative = cytotoxic, usual class: cytotoxic. AID 1347075. KB-3-1 viability, CellTiter-Glo ATP luminescence, 72 h. 1.4% of 400,000 active; also: potency is read from the fitted curve at half-maximal effect; % is scaled to controls: 0 for no effect and ±100 for the full control effect; nearly all actives have a fitted effect of over 60% in size
#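 Cells are dispensed, compounds pinned in, plates held at 37 °C for 72 h, then CellTiter-Glo is added and luminescence read after 10 minutes. Cell line: parental KB-3-1 in phenol-red-free DMEM, 10% FBS.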
# KB-V1 MDR tox – kills drug-selected multidrug resistant KB-V1 cells; KB-V1 MDR cells viability, CellTiter-Glo, 72 h; Potency, µM (series often up to 46.1 µM), inactives show at the top dose activity change, negative = cytotoxicity, usual class: cytotoxic; 3.4% of 400,000 active; AID 1347076; also: potency is read from the fitted curve at half-maximal effect; % is scaled to controls: 0 for no effect and ±100 for the full control effect; nearly all actives have a fitted effect of over 60% in size
#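 KB-V1, DMEM (no phenol red) + 10% FBS; cpd pin-transferred, titration series; 72 h, 37 degrees C; CellTiter-Glo, luminescence. Data normalized, curve-fit.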
# IL1B secr inh – inflammasome signaling inhibition, IL-1 beta readout; 4.7% of 360,000 active; activity change, % at 57.5 µM; THP-1 LPS/ATP IL-1B secretion, AlphaLISA, 16 h; stronger effect = lower value; AID 743279; in the data active = activity change below about -50%; inconclusive = mostly about -30% to -49%; also: % is scaled to controls: 0 for no effect and ±100 for the full control effect
#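 THP-1 cells pretreated 1 hr with compounds (up to 57.5 uM final), then stimulated with LPS (250 ng/mL final) plus ATP (1.25 mM final); secreted IL-1B measured by AlphaLISA after 16 hr, decreased signal indicating inhibition.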
# SW480 rerep – inducers of DNA re-replication in SW480 colon cancer cells | SW480 DNA re-replication, Hoechst DNA content imaging, 48 h | Potency, µM (top dose mostly 46.1 µM), for inactives: top-dose re-replication activation, actives largely listed as activators | 1.8% of 340,000 active | AID 624297; also: potency is read from the fitted curve at half-maximal effect; % of control where 0% means no effect; nearly all actives have a fitted effect of over 55% in size
#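 DNA re-replication was detected as more nuclei of elevated Hoechst intensity after 48 hr exposure to compound (23 nL pinned per well of 250 cells).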
# MCF10A rerep – induces DNA re-replication in MCF 10a normal breast cells; MCF 10A DNA re-replication, Hoechst nuclear intensity, 48 h; Potency, µM (highest dose often 46.1 µM), for the others: at the highest dose activity, positive = re-replication, usual class: activators; 2.9% of 350,000 active; also: potency is read from the fitted curve at half-maximal effect; % of control where 0% means no effect; nearly all actives have a fitted effect of over 50% in size
# GLP1R cytotox – cytotoxicity in counter-screen for GLP-1R inverse agonists | HEK293 cAMP-luciferase reporter cells, luminescence, 24 h | Potency, µM (titrated, usually from 38.3 µM), without a hit: at the highest dose activity change, negative = inhibition, usual class: inhibitors | AID 624418 | 0.13% of 410,000 active;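 also: loss of luciferase light is scored as toxicity; potency is read from the fitted curve at half-maximal effect; % is scaled to controls: 0 for no effect and ±100 for the full control effect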
#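 Here, cytotoxicity is scored as loss of luminescence. The MLSMR collection was tested on cells seeded in medium containing 10% Nu serum, with a 24 hr compound exposure preceded by 12 hours of culture.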
# HT1080-NT tox – kills 2HG-producing HT-1080-NT fibrosarcoma cells; HT-1080-NT fibrosarcoma viability, CellTiter-Glo ATP luminescence, 48 h; Potency, µM (doses to about 46.1 µM), inactives show at the top dose activity, negative = less viability, usual class: cytotoxic; 1.6% of 360,000 active; AID 686970;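 also: NT is the 2HG producing partner of a matched IDH1 knockdown line; potency is read from the fitted curve at half-maximal effect; 0% = DMSO-treated cells and -100% = media-only wells without cells; nearly all actives have a fitted effect of over 55% in size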
#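 Luminescent CellTiter-Glo readout after 48 hours of compound exposure at 37 degrees C defined viability of HT-1080-NT cells. Activity was normalized to DMSO wells and cell-free media wells; concentration-response curves were fitted and assigned curve classes.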
# DRD3 agonist – agonists of human D3 dopamine receptor. D3R DiscoveRx beta-arrestin cells, luminescence, 90 min. max activation, %. 0.58% of 410,000 active; in the data active = max activation above about 30%; also: 0% is about no effect; mostly tested at two doses, the higher about 12 µM
# Target sequence (P35462 whole entry, looked up): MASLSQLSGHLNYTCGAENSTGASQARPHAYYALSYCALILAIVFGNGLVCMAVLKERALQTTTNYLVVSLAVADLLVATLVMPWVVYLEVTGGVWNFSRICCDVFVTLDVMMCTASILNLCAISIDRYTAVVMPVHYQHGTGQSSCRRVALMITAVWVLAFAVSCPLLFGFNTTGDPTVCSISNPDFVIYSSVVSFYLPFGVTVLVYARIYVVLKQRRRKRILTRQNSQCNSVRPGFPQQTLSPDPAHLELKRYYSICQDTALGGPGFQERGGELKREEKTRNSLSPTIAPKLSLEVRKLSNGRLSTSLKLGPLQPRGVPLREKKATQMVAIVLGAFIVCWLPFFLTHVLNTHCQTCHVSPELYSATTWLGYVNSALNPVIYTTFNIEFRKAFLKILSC
#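 Agonist mode: compounds and dopamine controls were applied to plated cells for 90 min at 37 degrees C after an overnight attachment at 1500 cells/well. Luminescent read-out followed 30 - 60 minutes at room temperature with DiscoveRx detection reagent.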
# Starred values were filed as active, the others as inactive; ? = inconclusive; . = not tested or not shown; & = joins results of further samples; [ ] = dose if it differs, or a comment. Unless noted, calls follow the shape of the dose curve; as a rule, active = well fitted curve in the direction sought with a large enough effect; inconclusive = small, poorly fitted or top-dose-only effect, or another doubt; inactive = no such curve, though single readings can be large; an effect the other way counts as inactive or inconclusive.
SMILES,HT1080 IDH1KD tx,KB-3-1 cytotox,KB-V1 MDR tox,IL1B secr inh,SW480 rerep,MCF10A rerep,GLP1R cytotox,HT1080-NT tox,DRD3 agonist
COc1ccc(N(CC(=O)NC(C)c2ccccc2)S(=O)(=O)c2ccc(C)cc2)cc1 (stereo unspecified),0.6%,-9.5%,-27.3%,?,-3.5%,0.7%,3.1%,-2.6%,1.2
COC(=O)c1c(C)noc1-c1snnc1C,-0.4%,-7.6%,9.1%,-6.0,2.8%,-1.4%,0.2%,-3.9%,4.9
CCN(CC)C(=O)C1=C(C)N(Cc2ccccc2)C(=O)C(CC(=O)NCCCCc2ccccc2)C1 (stereo unspecified),6.8%,-2.5%,2.2%,-8.8,.,.,-3.4%,6.3%,3.3
OC[C@@H]1CN(Cc2ccc3c(c2)OCO3)C[C@H](n2cnc3c(N4CCN(c5ccccc5)CC4)ncnc32)O1,-20.4%,0.0%,6.3%,-1.4,.,.,-3.9%,6.9%,4.1
CCCCCCCCSC1=CC(=O)C(OC)=C(OC)C1=O,-1.1%,0.0%,?,0.0,.,.,5.4%,2.7%,-13.0
Cc1sc(NC(=O)c2ccccc2)c(C#N)c1-c1ccccc1,-16.3%,-20.2%,-11.9%,-4.1,0.0%,14.3%,-3.6%,-7.6%,18.8
CCN(CC)C(=O)CSc1nc2cc3c(cc2c(=O)n1CCCC(=O)NCc1ccc(OC)cc1)OCO3,15.8%,-2.7%,?,-26.3,-0.9%,6.8%,18.6%&5.6%,13.4%,8.1&6.3
CSCCC(NS(=O)(=O)c1ccc(C)cc1)C(=O)Nc1ccc(C)cn1 (stereo unspecified),-5.8%,4.8%,-22.1%,7.2,3.3%,7.1%,-2.3%,-0.6%,-2.1
O=C(O)CCCN1C(=O)C2C3C=CC(C2C1=O)C1C(=O)N(CCCC(=O)O)C(=O)C31 (stereo unspecified),13.8%,-3.2%,13.0%,1.5,-15.9%,-2.3%,-2.4%,7.7%,0.3
CCOc1ccc(S(=O)(=O)NCc2ccco2)cc1,0.1%,0.1%,7.5%,4.6,1.1%,-2.4%,6.1%,3.7%,1.8
COc1ccccc1CNC(=O)c1cc2c(s1)-c1ccccc1OC2,.,-0.5%,?,.,.,.,-3.5%,.,2.2
COc1ccc([C@]2(C(C)C)ON(c3ccccc3C(F)(F)F)C2=O)cc1,?,-12.7%,6.0%,-16.6,-2.6%,6.8%,-9.7%,?,-7.9
CCc1ccc(NS(=O)(=O)c2ccc3[nH]cc(C(=O)NCc4ccc(C)cc4)c(=O)c3c2)cc1,.,-15.3%,-3.5%,.,.,.,-16.1%,.,-7.3
Cc1cc2cc3c(cc2nc1SCC(=O)OC(C)C)OCO3,3.3%,1.8%,5.3%,-8.0,-2.2%,3.2%,3.8%,0.6%,-1.4
CNC(=O)c1c(NC(NC(=O)c2ccco2)C(=O)c2ccc(Cl)cc2)sc2c1CCCC2 (stereo unspecified),0.3%[9.24 µM],12.1%,11.7%,-2.3,10.3%,-5.1%,-17.7%,?,0.8
COc1cccc(C2c3c(C)nn(-c4ccc([N+](=O)[O-])cc4)c3N=C3C(=O)Nc4ccccc4N32)c1 (stereo unspecified),-7.5%,-6.9%,-12.0%,6.8,-4.9%,?,-4.2%,-1.5%,-3.9
O=C(NCc1ccc(F)cc1)C1CCCN(C(=O)Nc2ccccc2)C1 (stereo unspecified),-27.2%,16.1%,0.7%,-21.4,-13.9%,-0.6%,-4.0%,-5.7%,-1.8
O=[N+]([O-])c1ccc2nc(N3CCCC3)sc2c1,1.8%,-15.2%,3.7%,-6.2,99.1%,?,-5.6%,13.4%,4.1
O=C(Nc1ccc(S(=O)(=O)NCc2ccco2)cc1)c1cccc(F)c1,-13.9%,-9.5%,-17.9%,19.0,-16.5%,-4.3%,-5.0%,-0.9%,-12.8
COc1ccc(/C=C(\C#N)C(=O)OCC(=O)Nc2c(C)cccc2C)cc1,3.8%,13.3%,?,5.3,-0.4%,?,-4.3%,5.1%,2.9
O=C(NC12CC3CC(CC(C3)C1)C2)c1ccc(N2CCNCC2)c([N+](=O)[O-])c1,?,18.4µM*,23.1µM*,?,?,9.9%,4.7%,-31.0%,-12.2
CCCc1ccc2oc(C(=O)N3CCN(c4cnccn4)CC3)c(C)c2c1,-9.3%,-0.8%,10.7%,0.6,17.6%,?,3.7%,-10.6%,12.2
Cc1ccc(N(CC(O)Cn2nc(C)cc2C)S(=O)(=O)c2ccc3ccccc3c2)cc1 (stereo unspecified),-2.0%,3.1%,5.8µM*,?,7.4%,4.4%,0.4%,-9.2%,-3.6
CC1=C(C(=O)N(C)C)CC(CC(=O)NCc2cccs2)C(=O)N1CCC1=CCCCC1 (stereo unspecified),-1.5%,-26.5%,-11.2%,-18.0,.,.,-1.8%,-4.7%,-13.6
COc1cc(OC)nc(Nc2nc(C(N)Cc3ccc(C(F)(F)F)cc3)cs2)n1 (stereo unspecified),?,?,?,-111.5*,.,.,?,18.4µM*,-1.4

# Following part
SMILES,HT1080 IDH1KD tx,KB-3-1 cytotox,KB-V1 MDR tox,IL1B secr inh,SW480 rerep,MCF10A rerep,GLP1R cytotox,HT1080-NT tox,DRD3 agonist
CC(C)NS(=O)(=O)c1ccc(OCC(=O)NCC2CCCO2)c(Cl)c1 (stereo unspecified),-1.9%,-1.4%,?,-8.8,0.9%,-5.0%,1.0%,1.2%,-12.9
COc1ccc(NC(=O)c2ccc(-n3cnnn3)cc2)c([N+](=O)[O-])c1,-3.6%,-12.6%,-10.7%,27.2,-23.6%,-17.0%,6.9%,-1.5%,-8.1
Cc1ccccc1S(=O)Cc1ccc(C(=O)NCCCN2CCCCC2)o1 (stereo unspecified),8.8%,3.7%,9.4%,-5.2,3.5%,-1.3%,-5.5%,11.9%,-9.7
O=C(CCOc1ccccc1)Nc1ccc([N+](=O)[O-])cc1,-8.3%,14.8%,-2.3%,?,-10.0%,2.4%,-0.6%,-8.9%,-13.1
COC(=O)Cn1c(=O)c2c(nc(Br)n2Cc2ccccc2Cl)n(C)c1=O,-5.1%,-3.1%,-16.8%,6.1,-3.3%[9.22 µM],-8.9%,-16.3%,-7.1%,3.7
CC1CC(NC(=O)c2ncn[nH]2)CC(C)(C)C1 (stereo unspecified),3.6%,0.4%,0.4%,16.8,-4.8%,1.0%,-4.0%,-0.9%,-3.7
Cc1ccc(CNC(=O)COC(=O)c2ccc(Cl)c(N)c2)cc1,4.7%,11.6%,8.0%,23.1,-2.1%,-3.1%,10.5%,16.5%,26.2
Cc1cc(NC(=O)Nc2nnc(N3CCCCC3)s2)ccc1Br,.,-3.3%,?,.,.,.,-1.5%,.,3.3
O=c1c2ccccc2c(-c2ccccc2)nn1Cc1ccccc1,24.0%,-1.0%,-6.2%,0.2,-3.4%,-2.7%,4.9%,13.3%,-10.3
O=C(COC(=O)c1ccc([N+](=O)[O-])o1)NC1CCCCC1,6.0%,25.6%,-22.9%,26.6,?,7.2%,-62.3%,-1.4%,4.3
Cc1cc(OCC(=O)OCC(=O)N2CCCCC2)ccc1Cl,11.2%,4.7%,17.2%,20.4,.,.,0.1%,6.8%,1.6
Cc1cccc(CNc2ccc(C(CC(N)=O)NC(=O)Cc3cccc4ccccc34)cc2[N+](=O)[O-])c1 (stereo unspecified),?,-2.5%,-4.0%,8.3,?,8.0%,?,?,-20.1
COc1ccccc1CNC(=O)C1CCN(c2nc3ccccc3o2)CC1,-11.8%,-26.7%,-16.6%,22.5,2.8%,-3.5%,0.9%,0.0%[9.24 µM],-18.6
COc1cccc(NC(=O)N2CCN(c3nnnn3-c3ccccc3)CC2)c1,2.2%,0.4%,1.4%,17.6,2.4%,4.7%,-9.4%,2.4%,-7.0
COc1ccccc1CNC(=O)C(C)NS(=O)(=O)c1ccc(C)cc1 (stereo unspecified),12.5%,7.2%,-8.4%,-1.9,-13.9%,15.6%,-10.9%,8.3%,-4.0
COC(=O)c1ccc(CSc2nc3c(c(=O)[nH]2)CCC3)cc1,22.6%,0.0%&-10.4%,-7.1%&25.7%,27.5,.,.,0.7%&1.6%,14.9%,6.4&10.3
Clc1ccccc1C1Nc2cccc3cccc(c23)N1,-1.8%,6.9%,15.3%,2.4,-12.1%,18.3%,-19.6%,-2.8%,0.1
Cc1nc(N2CCOCC2)[nH]c(=O)c1C,15.7%,8.2%,7.2%,6.5,-7.6%,-11.7%,3.5%,0.0%,14.0
O=C(O)CCC(=O)NNc1ncnc2ccccc12,15.3%,-0.7%,17.1%,14.1,3.1%,2.4%,1.8%,10.1%,9.4

# Profiles, looked up by structure. Order of screens: HT1080 IDH1KD tx | KB-3-1 cytotox | KB-V1 MDR tox | IL1B secr inh | SW480 rerep | MCF10A rerep | GLP1R cytotox | HT1080-NT tox | DRD3 agonist
# Shown for COC(=O)Cn1c(=O)c2c(nc(Br)n2Cc2ccccc2Cl)n(C)c1=O : -5.1% | -3.1% | -16.8% | 6.1 | -3.3%[9.22 µM] | -8.9% | -16.3% | -7.1% | 3.7
# Shown for CC1CC(NC(=O)c2ncn[nH]2)CC(C)(C)C1 (stereo unspecified) : 3.6% | 0.4% | 0.4% | 16.8 | -4.8% | 1.0% | -4.0% | -0.9% | -3.7
# Shown for O=C(O)CCC(=O)NNc1ncnc2ccccc12 : 15.3% | -0.7% | 17.1% | 14.1 | 3.1% | 2.4% | 1.8% | 10.1% | 9.4
# Shown for Cc1ccc(CNC(=O)COC(=O)c2ccc(Cl)c(N)c2)cc1 : 4.7% | 11.6% | 8.0% | 23.1 | -2.1% | -3.1% | 10.5% | 16.5% | 26.2
